Screening results: PubChem BioAssay, National Center for Advancing Translational Sciences (NCATS)
GAA glycogen: alters human alpha-glucosidase cleavage of glycogen; P10253; AID 2100; 300,000 tested, 0.38% active; recombinant GAA, glycogen substrate, Amplex Red glucose oxidase fluorescence; Potency, µM (titrated, usually from 76.4 µM), inactives show top-dose activity change, negative = inhibition, actives largely listed as inhibitors; active = well fitted inhibition curve with a large enough effect; inconclusive = small, poorly fitted or top-dose-only effect, or another doubt; inactive = no such curve, though single readings can be large or run the other way;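 also: 0% = full enzyme reaction and -100% = no-enzyme basal signal; the screen sought inhibitors and activators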
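Natural-substrate format: glycogen cleavage by 4 nM human enzyme, glucose read by Amplex Red coupling (Ex 573, Em 610 nm). Normalized to enzyme and no-enzyme controls.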
Numbers without * were called inactive; ? = inconclusive; [ ] = dose if it differs, or a comment. Potency is read from the fitted curve at half-maximal effect. Not all compounds are listed; the hit share may differ from the screen's.

SMILES | GAA glycogen
Cc1c(C(=O)N(C)C2CCCCC2)sc2ncnc(N3CCN(c4ccccc4)CC3)c12 | -7.4%[76.3 µM]
COC(=O)C(Cc1ccc(O)cc1)NC(=O)c1ccc2c(c1)OCCO2 (centres undefined) | -0.4%
CC(C)(C)c1ccc(C(=O)NC(=S)N2CCCC2)cc1 | 1.1%[76.3 µM]
O=C(Cc1ccc(Cl)cc1)NCCc1cnc[nH]1 | 2.0%
CC(C)n1nnnc1SCC(=O)NC1CCCC1 | -1.7%
COc1ccc(NC(=O)C2CCCN(c3nn4c(=O)cc(C)nc4s3)C2)cc1 (centres undefined) | 5.7%[76.3 µM]
COc1cc(C(=O)NCCc2ncccc2C)ccc1OC1CCN(C(C)=O)CC1 | 0.2%[76.3 µM]
COc1ccccc1CNC(=O)COc1cccnc1[N+](=O)[O-] | 2.4%
COc1cc2c(cc1OC)CN(CC(=O)Nc1cccc(C(F)(F)F)c1)CC2 | -8.8%
CN(C)c1cccc(NC(=O)NC2(C)CCS(=O)(=O)C2)c1 (centres undefined) | -1.0%[76.3 µM]
COc1ccc(NC(=O)C/C(C)=N/NC(=O)C2CCCCC2)c([N+](=O)[O-])c1 | -8.2%
COc1ccccc1Oc1coc2cc(OCC(N)=O)ccc2c1=O | 3.9%
CCOc1ccc2nc(N3CCCC(C(=O)NCCCN4CC(C)CC(C)C4)C3)sc2c1 (centres undefined) | -5.3%[76.3 µM]
O=C(N/N=C1/CC2CCC1C2)c1cc2ccccc2cc1O (centres undefined) | ?
O=C(Cn1ncc2c([nH]c3ccccc32)c1=O)N1CCCCC1 | 1.6%[76.3 µM]
CCCCn1c2ccccc2c2nnc(SCCN3CCCCC3)nc21 | 0.2%
Fc1ccc(-c2csc(Nc3ccccn3)n2)cc1 | -21.4%[76.3 µM]
O=C(NS(=O)(=O)Oc1ccc(F)cc1F)OC[C@@H]1CCCN2CCCCC12 (some centres undefined) | -22.8%
CC(C)(C)c1cc(CCC(=O)NCC2CCCO2)cc(C(C)(C)C)c1O (centres undefined) | 4.2%[76.3 µM]
COc1cc(/C=C2/C(=N)N3N=C(C)SC3=NC2=O)ccc1OS(=O)(=O)c1ccc(C)cc1 | -0.3%[76.3 µM]
CN(C)c1ccc(CNS(=O)(=O)c2ccc3c(c2)C(C)(C)C(=O)N3C)cc1 | ?
COc1ccc(C(=O)NCCc2nnc3ccc(SCC(=O)NCc4ccc(F)cc4)nn23)cc1 | -4.2%[76.3 µM]
CCOC(=O)Cc1csc(NC(=O)c2ccc(Cl)s2)n1 | 0.9%
COCc1cc(C)nc2sc(C(=O)Nc3ccccc3C)c(N)c12 | -9.6%[76.3 µM]
CCOc1ccc(NC(=O)c2ccc(CN3CCc4ccccc4C3)cc2)cc1 | -0.5%[76.3 µM]
COc1ccc(/C=N\NC(=O)CNC(=O)C2COc3ccccc3O2)cc1[N+](=O)[O-] (centres undefined) | 15.1%[76.3 µM]
COCCNc1nnc(Cc2ccc(OC)c(OC)c2)c(=O)[nH]1 | -1.0%
CCOc1ccccc1NC(=O)c1ccc(NC(=O)C2CCCO2)cc1 (centres undefined) | 8.1%
COc1ccccc1C(=O)Nc1c2c(nn1-c1ccc([N+](=O)[O-])cc1)CS(=O)(=O)C2 | -0.1%[76.3 µM]
CC1(C)CC(NC(=O)c2cc(Cl)ccc2Cl)CC(C)(C)N1 | -11.9%[76.3 µM]
O=C(c1sc2ccccc2c1Cl)N1CCN(c2ccccn2)CC1 | 0.3%[76.3 µM]
Cc1cccc(-c2nnc(SCC(=O)O)n2Cc2ccccc2)c1 | -1.3%[76.3 µM]
Cn1c(=O)c2sccc2n2c(CCCC(=O)NCc3ccc(F)cc3)nnc12 | 1.1%
FC(F)(F)c1nc(NCc2cccnc2)c2ccccc2n1 | 9.7%[76.3 µM]
O=C(O)C(Cc1c[nH]c2ccccc12)NS(=O)(=O)c1ccc(Cl)c(C(F)(F)F)c1 (centres undefined) | 2.6%
Cc1ccccc1NC(=O)C1CCCN(C(=O)Nc2ccc(F)cc2)C1 (centres undefined) | 1.3%[76.3 µM]

Random excerpt: 2 compounds from above.
SMILES | GAA glycogen
O=C(N/N=C1/CC2CCC1C2)c1cc2ccccc2cc1O (centres undefined) | ?
O=C(NS(=O)(=O)Oc1ccc(F)cc1F)OC[C@@H]1CCCN2CCCCC12 (some centres undefined) | -22.8%

Additional structures follow.
SMILES | GAA glycogen
CC(=O)N1CCCN(C(=O)c2ccc3nc(Cc4ccccc4F)oc3c2)CC1 | -3.6%[76.3 µM]
Cc1oc(-c2ccccc2Cl)nc1CS(=O)CC(=O)NCc1ccco1 (centres undefined) | -2.3%[76.3 µM]
COC(=O)CSc1nc2sccc2c(=O)n1-c1ccccc1 | 4.0%
O=C(CN1CCN(c2ccc(F)cc2)CC1)NCc1ccc(F)cc1 | 0.2%
COc1cccc(NC(=O)Cn2cnc3c(oc4nc5c(cc43)CCCC5)c2=O)c1 | 1.5%[76.3 µM]
O=C(Nc1ccccc1N1CCOCC1)c1cccc(Oc2ccccc2)c1 | -0.3%
O=C1CCCC2=C1C1O[C@](CCCCN3C(=O)c4ccccc4C3=O)(Cc3ccccc31)O2 | 8.3%[15.3 µM]
Cc1cccc(OCC(=O)Nc2ccc3oc(=O)ccc3c2)c1C | 8.1%
O=C(Nc1c(C(=O)N2CCOCC2)cnn1-c1ccccc1)c1ccccc1F | 4.4%
CN(CCOc1ccccc1)C(=O)C1CCN(C(=O)c2ccc(F)cc2)CC1 | 3.2%[76.3 µM]
Cc1ccc(S(=O)(=O)c2c[nH]c3ccc(C)cc3c2=O)cc1 | -1.5%
Cc1cccc(C(=O)NC2CCN(C(=O)NCc3ccccc3)CC2)c1 | 13.7%
Cc1ccc(C)c(N(CC(=O)NC2CCCC2)C(=O)c2csnn2)c1 | 0.0%
O=C(NCC(=O)N1CCN(c2ccccc2O)CC1)c1ccco1 | 2.9%[76.3 µM]
Cc1cc(C(=O)Nc2ccc3ccccc3c2)oc1C | -8.0%[76.3 µM]
O=C(c1ccccc1)N1CCN(C(=O)C2CC2)CC1 | 8.3%[76.3 µM]
COc1ccc(CC2C(=O)OC(C)(C)OC2=O)c(Cl)c1OC | 0.9%
COc1ccc(C(=O)OCCc2sc[n+](CC(=O)c3ccccc3)c2C)cc1 | -7.1%
Cc1cc(C(F)F)n2nc(C(=O)Nc3cccc(S(=O)(=O)N4CCOCC4)c3)nc2n1 | -3.7%[76.3 µM]
CN1C(=O)[C@H]2[C@@H](C3CC3)N3C(=O)CN(Cc4ccccn4)C(=O)[C@@]3(Cc3ccccc3)[C@H]2C1=O | 1.0%[76.3 µM]
OC(CN1CCN(c2ccc(F)cc2)CC1)c1ccc(Cl)cc1 (centres undefined) | -1.2%
Nc1nc(-c2cc(-c3ccccc3)no2)cs1 | -7.4%
C[C@@H](NC(=O)c1nc[nH]c1C(=O)NCC(=O)OCc1ccccc1)c1ccccc1 | 7.8%[76.3 µM]
COc1ccccc1CNC(=O)C(=O)NCC1OCCCN1S(=O)(=O)c1ccc(F)cc1C (centres undefined) | 2.9%[76.3 µM]

Structural class, those above containing an aryl thioether with sulfur outside any ring
SMILES | GAA glycogen
CC(C)n1nnnc1SCC(=O)NC1CCCC1 | -1.7%
CCCCn1c2ccccc2c2nnc(SCCN3CCCCC3)nc21 | 0.2%
COc1ccc(C(=O)NCCc2nnc3ccc(SCC(=O)NCc4ccc(F)cc4)nn23)cc1 | -4.2%[76.3 µM]
Cc1cccc(-c2nnc(SCC(=O)O)n2Cc2ccccc2)c1 | -1.3%[76.3 µM]
COC(=O)CSc1nc2sccc2c(=O)n1-c1ccccc1 | 4.0%

Carrying on:
SMILES | GAA glycogen
Cc1ccc(-c2nc(C#N)c(N3CCC(C)CC3)o2)cc1 | 1.2%
CCc1ccccc1NC(=O)NNC(=O)c1ccc2ccccc2c1O | 6.4%[76.3 µM]
Cc1ccc(C(=O)CNc2ccc(C)cc2C)cc1 | -0.7%[76.3 µM]
O=C(CSc1ncn[nH]1)N/N=C/c1ccc(Br)cc1 | -6.3%[76.3 µM]
COc1ccccc1OC(C)C(=O)Nc1ccccc1C(=O)NCc1cccnc1 (centres undefined) | 1.2%
Cc1ccc(CS(=O)(=O)CC(C)(O)c2ccc(Cl)cc2)cc1 (centres undefined) | -10.6%
COc1ccc(C(=O)NCCc2cnc[nH]2)cc1OC | 1.1%
CC(C)NC(=O)c1ccc2c(c1)N(CC(=O)N1CCCC1)C(=O)C(C)(C)O2 | 0.5%[76.3 µM]
O=c1[nH]c(NCCO)nnc1Cc1ccccc1 | -0.6%[76.3 µM]
Cc1ccc(C(=O)Oc2ccc3ccc(=O)oc3c2)cc1 | -3.4%[76.3 µM]
CCC(=NC)C1=C(O)CC(c2ccccc2)CC1=O (centres undefined) | -5.2%[76.3 µM]
COc1ccc(C(=O)NCCNC(=O)c2cnccn2)cc1 | 9.7%

Molecules shown so far that contain a COOH group (2):
SMILES | GAA glycogen
Cc1cccc(-c2nnc(SCC(=O)O)n2Cc2ccccc2)c1 | -1.3%[76.3 µM]
O=C(O)C(Cc1c[nH]c2ccccc12)NS(=O)(=O)c1ccc(Cl)c(C(F)(F)F)c1 (centres undefined) | 2.6%

Additional results:
SMILES | GAA glycogen
O=C(CCCN1C(=O)/C(=C\c2ccccc2)SC1=S)Nc1cccc(C(=O)O)c1 | 11.4%[76.3 µM]
COc1ccc(C)cc1NC(=O)c1ccc2c(O)c(S(=O)(=O)c3ccccc3)c(=O)[nH]c2c1 | 4.6%[76.3 µM]
CCOc1ccc(CNc2nnnn2C)cc1OC | -7.5%[76.3 µM]
O=S(=O)(c1ccccc1Cl)N1CCC(Cc2ccccc2)CC1 | -3.9%
CCOc1ccc(CNC(=O)C2CCN(S(=O)(=O)c3ccc4c(c3)CCCC(=O)N4)CC2)cc1 | -15.3%[76.3 µM]
Cc1ccc(S(=O)(=O)N(CC(=O)N2CCCCCC2)c2ccccc2F)cc1 | -10.1%
CC(C)c1ccc(C(=O)Nc2nnc(S(=O)(=O)N3CCOCC3)s2)cc1 | -15.2%[76.3 µM]
CCn1nc(C)c(CN2CCC(n3nccc3NC(=O)c3ccccc3OC)CC2)c1C | -1.4%[76.3 µM]
NC(=O)CSc1nnc(NC(=O)c2ccc(S(=O)(=O)N3CCOCC3)cc2)s1 | 5.8%[76.3 µM]
COCCNC(=O)CCc1c(C)nc2c(c(C)nn2-c2ccc(C)c(C)c2)c1C | 1.6%
Cc1cc(NCCCN(C)C)n2c(nc3ccccc32)c1C#N | -0.5%
CC(=N\NC(=O)c1ccc([N+](=O)[O-])cc1)/C(=N/O)C(=O)Nc1ccccc1 | -5.6%[76.3 µM]
CCc1ccc(NC(=O)CCC(=O)c2ccccc2)cc1 | 2.6%
NC(=O)c1oc2ccccc2c1NC(=O)CS(=O)(=O)c1ccccc1 | -5.7%[76.3 µM]
Nc1c2c(nc3cccc(Cl)c13)N(c1ccccc1)CC2 | 1.0%
COc1ccc(S(=O)(=O)NC(C)C(=O)NCCN2CCOCC2)cc1Cl (centres undefined) | -3.9%
O=C(NCC(=O)N(c1ccc(F)cc1)C(C(=O)NC1CCCC1)c1ccncc1)c1ccco1 (centres undefined) | 12.3%
CCCC(=O)Nc1nnc(S(=O)(=O)N(CC)c2ccc(OC)cc2)s1 | -6.4%
CCCCOc1ccc(C(=O)Nc2ccc(S(=O)(=O)Nc3onc(C)c3C)cc2)cc1 | 2.7%[76.3 µM]
Oc1ccc2ccccc2c1CN1CCN(C/C=C/c2ccccc2)CC1 | 1.8%[76.3 µM]
O=C(Nc1ccc(Cl)c(Cl)c1)Nc1ccccn1 | 1.2%
Cc1cc(S(=O)(=O)NCCN2CCOCC2)ccc1Cl | 1.1%
COc1ccccc1-c1nc2ccccc2c(=O)n1O | 6.8%
CC1CCN(CCCNC(=O)C2CCC(CNS(=O)(=O)c3ccccc3)CC2)CC1 (centres undefined) | -0.7%[76.3 µM]
Cc1c(C(=O)Nc2ccccc2F)sc2ncn(CC(=O)N3CCOCC3)c(=O)c12 | -6.6%[76.3 µM]
COc1cccc(/C=C2/C(=O)NN(c3ccc(F)cc3)C2=O)c1 | ?
Cc1ccc(S(=O)(=O)N(C)CC(=O)Nc2cccnc2)cc1 | -1.5%
Cc1ccc(-n2ncc3c2CCCC3NC(=O)CSc2ccccn2)cc1C (centres undefined) | 9.4%[76.3 µM]
COc1ccc(NC(=O)c2ccc3c(c2)C(=O)N(CC2CCCO2)C3=O)cc1 (centres undefined) | 8.5%[76.3 µM]
CCn1cc(C(=O)N[C@@H](C)C(=O)OC)c(=O)c2cc3c(cc21)OCO3 | 1.8%
Cc1cccnc1NC(=O)Nc1ccc(Cl)cc1 | 17.5%[76.3 µM]
O=c1cc(Cl)c2ccccc2n1-c1ccccc1 | -6.0%
COc1ccc(C(=O)N/N=C(\C)c2ccc(NC(=O)Cc3ccccc3)cc2)c(OC)c1 | -10.3%[76.3 µM]
COc1ccccc1OCC(=O)N1CCN(C(=O)COc2ccccc2OC)CC1 | -3.7%
Cc1c2n(c3ccccc13)CCC2=O | -1.4%
Cc1onc(-c2c(Cl)cccc2Cl)c1C(O)c1ccc(F)cc1 (centres undefined) | 3.6%
CC(=O)c1cccc(NC(=O)CNC(=O)c2cc3ccccc3o2)c1 | -12.6%[76.3 µM]
CC(=O)Nc1ccc(OCC(=O)N2CCc3ccccc3C2)cc1 | 7.6%
CCC(NS(=O)(=O)c1ccc(C)cc1)C(=O)N1CCOCCOCCOCC1 (centres undefined) | 2.6%
COc1ccccc1CCN1CCCC(CN(C)CC(C)(C)CO)C1 (centres undefined) | -1.9%[76.3 µM]
COc1cccc(NC(=O)c2ccc3c(O)c(S(=O)(=O)c4ccccc4)c(=O)[nH]c3c2)c1 | -7.4%[76.3 µM]
